UBC13 inh: inhibitors of human UBC13 polyubiquitin chain formation; P61088; inhibition, % at 20 µM; 330,000 compounds, 0.47% hits; AID 485273; TR-FRET; in the data active means inhibition above about 45%, passing the limit was not always enough
Gli-Sufu antag: blocks Gli-Sufu signaling in a luciferase reporter | AID 588413 | Sufu-KO-LIGHT fibroblasts, Gli luciferase reporter luminescence | inhibition, % at 5 µM | 340,000 compounds, 0.74% hits;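 active means inhibition above about 55%, limit read from the data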;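 further: 0% = DMSO-treated cells and 100% = wells with medium but no cells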
EBI2 antag: antagonists of human EBI2 receptor. inhibition, % at 5 µM. EBI2 beta-arrestin recruitment, luminescence, 7a,25-OHC stimulated. P32249. AID 651636. 360,000 compounds, 0.81% hits; in the data active means inhibition above about 38%;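 further: enzyme fragment complementation signal reports receptor beta-arrestin coupling in cells; 0% = agonist plus DMSO wells and 100% = wells without agonist; some results beyond the cut were filed as inactive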
Jurkat NFkB inh: inhibitors of the PMA/ionomycin-induced NF-kB reporter in Jurkat cells | inhibition, % at 4 µM | 330,000 compounds, 0.53% hits | PMA/ionomycin-induced NF-kB luciferase reporter, luminescence
SENP8 inh: SENP8 protease inhibition; 330,000 compounds, 1.2% hits; inhibition, % at 10 µM; AID 2540; Q96LD8; purified SENP8, Z-RLRGG-aminoluciferin cleavage, luminescence
697 NFkB inh: lowers PMA/ionomycin-induced NF-kB signal in 697 B cells. 697 B-cell NF-kB luciferase reporter, 16 h. inhibition, % at 4 µM. 330,000 compounds, 0.33% hits; in the data active means inhibition above about 35%
CCR6 antag: CCR6 (human) receptor antagonism. P51684. CHO-K1 CCR6 PathHunter beta-arrestin, luminescence, CCL20-stimulated. inhibition, % at 20 µM. 340,000 compounds, 0.49% hits;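 active means compounds whose inhibition of the agonist-driven luminescence signal at 20 µM reaches about 50%, limit read from the data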;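 further: cells stimulated with CCL20 at 14 nM final; plate controls were DMSO with CCL20 for no effect and DMSO without agonist for full effect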
Apaf1 inhib: inhibitors of human Apaf-1 apoptosome. reconstituted apoptosome caspase-3 activity, DEVD-Rh110 fluorescence. O14727. 330,000 compounds, 0.71% hits. inhibition, % at 20 µM; active means inhibition of at least 40% at 20 µM;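 further: plate controls were DMSO wells for no effect and DEVD-CHO caspase inhibitor wells for full effect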
Target sequence (O14727 whole entry, looked up): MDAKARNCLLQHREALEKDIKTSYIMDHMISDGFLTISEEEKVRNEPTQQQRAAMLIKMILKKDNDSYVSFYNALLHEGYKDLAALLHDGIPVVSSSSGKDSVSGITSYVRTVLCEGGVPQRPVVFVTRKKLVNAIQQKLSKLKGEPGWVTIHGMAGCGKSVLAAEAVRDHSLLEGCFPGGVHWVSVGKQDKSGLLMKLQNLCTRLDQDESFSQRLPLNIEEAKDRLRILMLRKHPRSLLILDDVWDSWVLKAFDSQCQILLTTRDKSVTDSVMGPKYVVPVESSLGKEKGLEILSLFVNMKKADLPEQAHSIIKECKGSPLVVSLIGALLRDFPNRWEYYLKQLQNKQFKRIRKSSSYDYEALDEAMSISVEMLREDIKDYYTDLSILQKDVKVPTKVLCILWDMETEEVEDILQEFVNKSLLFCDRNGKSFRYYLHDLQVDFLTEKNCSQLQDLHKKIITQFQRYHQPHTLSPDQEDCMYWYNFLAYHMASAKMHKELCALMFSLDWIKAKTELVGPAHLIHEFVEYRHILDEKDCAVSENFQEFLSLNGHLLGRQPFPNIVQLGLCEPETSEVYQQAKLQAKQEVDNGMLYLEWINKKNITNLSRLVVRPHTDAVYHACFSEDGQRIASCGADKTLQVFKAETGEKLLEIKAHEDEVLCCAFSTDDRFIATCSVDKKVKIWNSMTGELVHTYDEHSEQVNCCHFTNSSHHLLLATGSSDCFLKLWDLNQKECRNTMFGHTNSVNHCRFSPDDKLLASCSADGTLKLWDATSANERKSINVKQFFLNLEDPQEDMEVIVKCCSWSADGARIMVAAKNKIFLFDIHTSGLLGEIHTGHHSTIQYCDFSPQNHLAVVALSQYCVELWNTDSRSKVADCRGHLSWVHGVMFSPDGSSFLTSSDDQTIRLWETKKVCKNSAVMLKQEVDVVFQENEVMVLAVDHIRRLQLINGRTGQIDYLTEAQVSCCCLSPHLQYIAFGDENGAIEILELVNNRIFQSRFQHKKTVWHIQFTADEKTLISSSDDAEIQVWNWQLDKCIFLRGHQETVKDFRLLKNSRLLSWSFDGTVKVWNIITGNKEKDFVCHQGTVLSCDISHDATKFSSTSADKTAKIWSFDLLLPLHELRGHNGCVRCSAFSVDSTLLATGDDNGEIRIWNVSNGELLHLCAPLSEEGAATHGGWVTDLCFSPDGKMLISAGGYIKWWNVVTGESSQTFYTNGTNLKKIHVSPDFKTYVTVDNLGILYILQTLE
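System: reconstituted apoptosome with Apaf-1, cytochrome c, caspase-9, procaspase-3, dATP; Signal: Rh110 fluorescence intensity; Schedule: 30 min compound preincubation, 50 min activation, room temperature; Reagent: cytochrome c trigger plus (Z-DEVD)2-Rh110 caspase-3 substrate.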
Numbers without * were called inactive; nt = not tested or not shown. Unless noted, no stated cut-off is given here; in the data, active means inhibition above about 50%; inactive means the rest. An excerpt; rates above refer to the full screens.

SMILES	UBC13 inh	Gli-Sufu antag	EBI2 antag	Jurkat NFkB inh	SENP8 inh	697 NFkB inh	CCR6 antag	Apaf1 inhib
COc1ccc(C(=O)Nc2ccccc2C(=O)N2CCCCCC2)cc1OC	8	-22	-10	-7	-1	-2	7	2
OC1(c2cccs2)CN(c2ccccc2)C2=[N+]1CCCC2 (centres undefined)	-25	8	-3	-11	-6	-19	3	-9
COCCN(CCOC)C(=O)COC(=O)c1cc([N+](=O)[O-])ccc1Cl	-2	3	0	-1	8	6	-6	-18
Cc1ccc(CNc2ccc3c(c2)nc(C)n3C)cc1	-6	-48	6	-156	-20	-201	-7	9
Cc1ccc(C(=O)CCC(=O)NN2C(=O)NC3(CCCCC3)C2=O)cc1	2	nt	-1	11	1	12	8	2
CC(C)CNC(=O)CN(c1cccc(Cl)c1)S(C)(=O)=O	0	2	10	7	3	5	7	-2
O=C(CN1CCCC1c1cccs1)N1CCN(S(=O)(=O)c2ccccc2)CC1 (centres undefined)	0	3	-5	-1	0	0	3	1
CCOC(=O)c1cnc(SCc2nc(N)nc(Nc3ccc(OC)cc3)n2)nc1N	11	-12	-2	7	2	9	18	-4
Cc1[nH]c(=O)[nH]c(=O)c1CSCC(=O)OCC(=O)Nc1ccccn1	-2	-2	-4	-1	-3	7	-4	-21
Cc1ccc(C2=NN(C(=O)c3ccco3)C(O)(C(F)(F)F)C2)cc1 (centres undefined)	4	-10	-8	2	-11	12	0	20
COc1cc(-c2nnc(-c3ccco3)o2)ccc1OCc1ccccc1	11	-18	-16	-20	-11	-20	7	11
CC1(C)N=C(c2ccccc2)C(=O)N1	3	-1	-2	-10	3	26	-17	-4
CCN1CC(CN(C)Cc2nc(Cc3ccccc3)no2)CC1=O (centres undefined)	-6	-18	-7	4	-5	9	-1	13
CCCCS(=O)(=O)N1CCCC(C(=O)Nc2ccc3c(c2)CCC3)C1 (centres undefined)	0	-9	3	-8	-5	-24	-3	-6
Brc1cccc(-c2nnc(SCc3nc4ccccc4[nH]3)o2)c1	3	14	1	-10	-6	0	9	2
CC1CCCC(NC(=O)C2CCC(CNc3c(N4CCCCC4)c(=O)c3=O)CC2)C1C (centres undefined)	15	26	1	4	2	7	17	-20
CCC(C)n1c(C)nc2c(c1=O)c1nc3ccccc3nc1n2CCC1=CCCCC1 (centres undefined)	22	9	-3	11	-8	10	-2	33
COc1ccc(-c2cc(C(=O)N3CCc4ccccc4C3)no2)cc1OC	-7	-4	1	-20	-11	-1	1	24
COc1ccc(-c2nc(CS(=O)CC(=O)NCCCN3CCCC(C)C3)c(C)o2)cc1OC (centres undefined)	4	-2	3	-10	-4	-3	9	-10
Cc1cc(=O)[nH]c(SCC(=O)Nc2nnc(SCc3ccccc3)s2)n1	4	5	-8	6	9	4	3	2
COc1ccccc1CNC(=O)CN(C)CC(=O)Nc1ccccc1Br	8	2	3	10	7	9	7	-2
O=c1c(-c2ccc([N+](=O)[O-])cc2)coc2c(O)c(O)ccc12	-10	4	-6	-12	-6	-43	30	-2
COc1cccc2cc(C(=O)N3CCN(C(=O)c4ccccc4)CC3)c(=O)oc12	4	1	0	-20	-6	-4	-3	5
O=C(O)c1ccc(Nc2nc(-c3cc4ccccc4oc3=O)cs2)cc1O	2	0	3	-14	10	13	8	13
O=C(NC(c1ccccc1)c1cc(Cl)c2cccnc2c1O)c1cccnc1 (centres undefined)	-21	nt	nt	20	7	-12	nt	24
Further entries:
SMILES	UBC13 inh	Gli-Sufu antag	EBI2 antag	Jurkat NFkB inh	SENP8 inh	697 NFkB inh	CCR6 antag	Apaf1 inhib
Cc1cc(C)n2nc(CC(=O)NNC(=O)c3ccc(N(C)C)cc3)nc2n1	-7	-4	-2	7	-11	-4	8	7
COc1cc2sc(-c3ccc(S(C)(=O)=O)cc3)c(C(=O)NCc3ccc(C)o3)c2cc1OC	46*	-24	-2	1	3	2	-7	4
COC(=O)CNC(=O)COC(=O)/C=C/c1ccc2ccccc2n1	-3	1	2	6	-2	4	-7	5
CCCCCn1c(CN2CCN(Cc3ccccc3)CC2)nc2c1c(=O)[nH]c(=O)n2C	5	9	10	-5	-6	3	3	-22
COc1ccc(CCNC(=O)CS(=O)(=O)Cc2nc(-c3ccc(C)cc3)oc2C)cc1OC	-4	-2	-1	-12	-9	2	10	5
O=C(CNS(=O)(=O)c1ccc(Br)cc1)OCc1cc(=O)n2cc(Br)ccc2n1	-15	nt	nt	7	-12	3	nt	6
CCNc1nc(NCC)nc(SCCOC(=O)Nc2ccccc2)n1	-4	-2	2	-13	-10	-11	6	20
COc1ccc(Br)cc1/C=N/NC(=O)c1ccc(COc2ccc3c(c2)CCC3)o1	-11	-70	-9	-7	-2	-120	8	6
COc1ccc(-n2c(SCC(=O)Nc3ccc(C(N)=O)cc3)nc3c([nH]c4ccccc43)c2=O)cc1OC	-2	7	1	1	7	33	7	10
C=CCN(C(=O)c1cccc(C(F)(F)F)c1)C1(C(=O)Nc2ccccc2)CCN(C(C)C)CC1	0	20	-1	-21	0	20	-10	-4
CC(=O)Nc1ccc2nc(-c3cccn3C)[nH]c2c1	-8	-27	-9	-22	1	-3	3	3
CCCC(=O)Nc1ncnc2c1ncn2[C@@H]1O[C@@H]2OP(=O)(O)OC[C@H]2[C@H]1OC(=O)CCC	6	4	-5	8	3	11	6	-9
Fc1ccc(-n2c(-c3ccco3)nc3nc4ccccc4nc32)cc1	6	1	-20	4	-1	14	6	9
COc1ccc(NC(=O)CCS(=O)(=O)c2ccccc2Cl)cc1S(=O)(=O)Nc1ccc(Cl)cc1	-1	4	10	3	1	-28	4	11
Cc1ccc(-n2c(=S)sc3c(=O)n(-c4ccc(F)cc4)c(SCC(=O)O)nc32)cc1C	-4	-9	-10	9	10	1	17	6
O=C(N/N=C/c1cn(-c2cccs2)nc1-c1ccccc1)c1ccccc1Br	-7	-14	10	-25	-7	-19	8	11
CN(C)CCN1C(=O)C(O)=C(C(=O)c2cc3ccccc3o2)C1c1ccc(N(C)C)cc1 (centres undefined)	-12	5	-2	-24	-1	-24	6	17
CCOC(=O)C1=C(N)Oc2c(oc(CO)cc2=O)C1c1c(F)cccc1Cl (centres undefined)	7	9	-13	-10	-4	-8	-6	12
COc1ccc(-n2ncc3c(N4CCC(C(N)=O)CC4)ncnc32)cc1	12	-87	2	-70	-3	60*	-11	-8
N#CCc1cccnc1Sc1ccc(Cl)cc1	8	7	-6	-1	-4	-4	1	-23
O=S(=O)(Cc1cc(Sc2ccccc2)nc(-c2ccccc2)n1)c1ccccc1	-3	12	32	4	3	-13	11	21
COc1ccc(NC(=O)NCc2ccc3c(c2)OCO3)c(OC)c1	1	-9	3	8	-4	18	4	5
O=C(N/C(=C\c1cccc([N+](=O)[O-])c1)C(=O)N1CCOCC1)c1ccco1	4	-11	-2	15	1	22	-3	-3
O=C(COC(=O)c1ccccn1)NCc1ccccc1Cl	-4	-2	-17	3	-1	1	-1	-8
COc1ccc(NS(=O)(=O)c2cc(NC(=O)c3ccncc3)ccc2N2CCOCC2)cc1	-8	0	-13	-2	-4	-9	5	1

Molecules shown so far that have fluorine (five):
SMILES	UBC13 inh	Gli-Sufu antag	EBI2 antag	Jurkat NFkB inh	SENP8 inh	697 NFkB inh	CCR6 antag	Apaf1 inhib
Cc1ccc(C2=NN(C(=O)c3ccco3)C(O)(C(F)(F)F)C2)cc1 (centres undefined)	4	-10	-8	2	-11	12	0	20
C=CCN(C(=O)c1cccc(C(F)(F)F)c1)C1(C(=O)Nc2ccccc2)CCN(C(C)C)CC1	0	20	-1	-21	0	20	-10	-4
Fc1ccc(-n2c(-c3ccco3)nc3nc4ccccc4nc32)cc1	6	1	-20	4	-1	14	6	9
Cc1ccc(-n2c(=S)sc3c(=O)n(-c4ccc(F)cc4)c(SCC(=O)O)nc32)cc1C	-4	-9	-10	9	10	1	17	6
CCOC(=O)C1=C(N)Oc2c(oc(CO)cc2=O)C1c1c(F)cccc1Cl (centres undefined)	7	9	-13	-10	-4	-8	-6	12

Returning to the listing; the 2 compounds before the break are reprinted first.
SMILES	UBC13 inh	Gli-Sufu antag	EBI2 antag	Jurkat NFkB inh	SENP8 inh	697 NFkB inh	CCR6 antag	Apaf1 inhib
O=C(COC(=O)c1ccccn1)NCc1ccccc1Cl	-4	-2	-17	3	-1	1	-1	-8
COc1ccc(NS(=O)(=O)c2cc(NC(=O)c3ccncc3)ccc2N2CCOCC2)cc1	-8	0	-13	-2	-4	-9	5	1
CCn1nc(C)cc1C(=O)N1CCCC(C(=O)c2ccccc2SC)C1 (centres undefined)	2	4	4	12	-5	-26	-1	2
COc1cccc(CNC(=O)c2ccc3c(c2)N(C)CCS3)c1OC	10	36	0	-5	2	23	12	1
O=C(COC(=O)c1ccccc1Cl)NCc1ccco1	-14	3	-2	-8	-2	-1	14	2
CN(C)S(=O)(=O)c1ccc(C(=O)N2CCCC2c2nc3ccccc3s2)cc1 (centres undefined)	-3	1	2	-25	-8	-65	23	9
CCOc1ccc(C(=O)NCC(=O)N2CCC(C)CC2)cc1OCC	9	-17	-7	-6	3	7	4	-4
S=c1[nH]nc(COc2ccccc2)n1/N=C/c1ccccc1Br	1	1	19	3	7	4	-2	9
C=CCn1c(C(C)NC(=O)c2ccc(C)cc2)n[nH]c1=S (centres undefined)	-8	0	-1	8	-11	-17	0	5
CC(C)[C@H]1COCCS(=O)(=O)N1Cc1cccc(Cl)c1	12	-6	-7	13	-5	8	-7	0
CNC(=O)c1ccsc1NC(=O)c1ccc(S(=O)(=O)N2CCOCC2)cc1	11	8	8	2	6	20	-56	1
O=C(CN1CCN(c2ncc(C(F)(F)F)cc2Cl)CC1)NCCNc1ncc(C(F)(F)F)cc1Cl	2	21	5	-3	-6	-4	-27	37
Cc1ccc(-c2csc3nc4ccc(C(=O)NCCO)cc4c(=O)n23)cc1	8	8	-5	-30	-13	15	6	-2
O=C(Nc1nnc(C2CC2)s1)c1cc(S(=O)(=O)N2CCN(c3ccccc3)CC2)ccc1Cl	-3	-5	-5	7	-4	13	-16	11
O=C(Nc1ccc2c(c1)OCO2)C(c1ccc(Cl)cc1)N1CCN(C(=O)c2ccco2)CC1 (centres undefined)	1	5	4	-4	-3	11	-6	9
O=S(=O)(c1ccccc1)N(CC(O)CN1CCCCC1)c1ccccc1 (centres undefined)	16	6	-2	-3	2	16	0	-9
CCOc1ccc(CNC(=O)c2cccc(NC(=O)C3=C(C)OCCS3)c2)cc1	-8	-3	-3	0	-2	3	7	4

Sorted by SMILES length (smallest number first): 5 of the compounds above
SMILES	UBC13 inh	Gli-Sufu antag	EBI2 antag	Jurkat NFkB inh	SENP8 inh	697 NFkB inh	CCR6 antag	Apaf1 inhib
O=C(COC(=O)c1ccccc1Cl)NCc1ccco1	-14	3	-2	-8	-2	-1	14	2
O=S(=O)(c1ccccc1)N(CC(O)CN1CCCCC1)c1ccccc1 (centres undefined)	16	6	-2	-3	2	16	0	-9
CCOc1ccc(CNC(=O)c2cccc(NC(=O)C3=C(C)OCCS3)c2)cc1	-8	-3	-3	0	-2	3	7	4
CN(C)S(=O)(=O)c1ccc(C(=O)N2CCCC2c2nc3ccccc3s2)cc1 (centres undefined)	-3	1	2	-25	-8	-65	23	9
O=C(Nc1nnc(C2CC2)s1)c1cc(S(=O)(=O)N2CCN(c3ccccc3)CC2)ccc1Cl	-3	-5	-5	7	-4	13	-16	11
